Assay outcomes deposited in PubChem BioAssay by The Scripps Research Institute Molecular Screening Center.
CHO parental Ca = counter-screen: ATP calcium response change in parental CHO cells; inhibition, % at 5.6 µM; AID 463079; 0.63% of 330,000 active; parental CHO-K1, ATP-induced calcium, Fluo-8 fluorescence;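 active = inhibition above that plate's mean sample inhibition plus 3 SD, cut at about 26% in these data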;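 also: 0% = ATP-challenged DMSO wells and 100% = DMSO wells without ATP; some compounds past the cut are filed as inactive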
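Material: parental CHO cells / Compound: single nominal dose of 5.6 µM per compound / Signal: Fluo-8 fluorescence / Replicates: singlicate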
CHO-K1 Ca PAM = M1 PAM counterscreen hit in parental CHO-K1 cells | ATP EC20, Fluo-8 calcium fluorescence; 0% at ATP EC20, 100% at ATP max | activation, % at 3 µM | 0.02% of 360,000 active | AID 602247;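 active = activation above the run cutoff, the mean activation of all test compounds plus 3 SD, cut at about 40% in these data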;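 also: peak over basal fluorescence ratio in a 140 s read after ATP addition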
M1 ag parental = nonselective activator or artifact in parental CHO-K1 cells; Fluo-8 calcium fluorescence; scaled to maximal ATP response, vehicle zero; activation, % at 3 µM; 0.48% of 360,000 active; in the data active = activation above about 15%;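 also: untransfected CHO-K1 host cells lacking M1 receptor as counterscreen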
CHO-K1 Ca antag = M1 antagonist counterscreen hit in parental CHO-K1 cells | ATP-induced calcium, Fluo-8 fluorescence | inhibition, % at 3 µM | 0.6% of 360,000 active | AID 602250;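 active = inhibition above a per-plate cutoff, the plate's mean sample inhibition plus 3 SD, cut at about 24% in these data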;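 also: 0% = DMSO plus EC80 ATP and 100% = DMSO alone without ATP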
M1 antag = blocks human M1 muscarinic receptor; P11229; CHO-K1 hM1, Fluo-8 calcium fluorescence, ACh EC80 antagonist; inhibition, % at 3 µM; 1.3% of 360,000 active; AID 588852;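 active = percent inhibition above its own plate's cutoff, namely the mean of that plate's compound wells plus 3 SD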;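 also: peak over basal fluorescence ratio during 140 s after agonist addition; 0% = ACh EC80 plus DMSO and 100% = DMSO alone without agonist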
Target sequence (P11229 whole entry, looked up): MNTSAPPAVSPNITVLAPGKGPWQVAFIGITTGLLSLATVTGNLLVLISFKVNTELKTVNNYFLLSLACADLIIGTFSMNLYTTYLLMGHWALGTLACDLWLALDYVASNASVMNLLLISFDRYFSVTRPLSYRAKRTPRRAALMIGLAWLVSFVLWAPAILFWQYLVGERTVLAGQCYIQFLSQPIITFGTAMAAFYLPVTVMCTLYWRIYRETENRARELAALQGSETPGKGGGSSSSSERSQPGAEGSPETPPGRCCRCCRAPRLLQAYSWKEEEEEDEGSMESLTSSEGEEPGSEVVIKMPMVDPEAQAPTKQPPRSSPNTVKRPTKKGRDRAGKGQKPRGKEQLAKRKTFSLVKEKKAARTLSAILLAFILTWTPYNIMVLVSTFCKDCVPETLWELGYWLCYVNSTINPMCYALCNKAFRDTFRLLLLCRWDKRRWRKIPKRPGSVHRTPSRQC
TAAR1 antagonist = antagonists of human TAAR1; Q96RJ0; CHO RD-HGA16 TAAR1, Fluo-8 calcium fluorescence, antagonist; inhibition, % at 3 µM; 1.5% of 360,000 active;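 active = inhibition above a per-plate cutoff, the mean inhibition of test compounds on that plate plus 3 SD, cut at about 49% in these data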;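 also: 0% = DMSO plus EC80 beta-PEA response and 100% = DMSO alone without agonist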
Target sequence (Q96RJ0 whole entry, looked up): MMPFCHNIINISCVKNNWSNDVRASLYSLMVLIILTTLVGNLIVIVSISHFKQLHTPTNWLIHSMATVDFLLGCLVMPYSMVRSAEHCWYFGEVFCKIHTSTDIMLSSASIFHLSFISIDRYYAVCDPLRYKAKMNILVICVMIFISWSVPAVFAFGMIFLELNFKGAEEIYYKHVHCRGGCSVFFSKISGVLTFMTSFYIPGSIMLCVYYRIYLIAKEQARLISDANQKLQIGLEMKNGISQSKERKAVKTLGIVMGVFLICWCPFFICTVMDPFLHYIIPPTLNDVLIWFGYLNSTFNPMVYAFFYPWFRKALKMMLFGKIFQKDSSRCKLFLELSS
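Test system: RD-HGA16 CHO cells with stable hTAAR1 and Gα16 / Probe or stimulus: EC80 β-phenethylamine stimulus / Times: seeding 17-24 h prior, 75-min 37 °C, 30-min RT dye loading / Detection: Fluo-8 calcium-sensitive fluorescence / Read-out basis: % inhibition scaled between DMSO and EC80 PEA controls / Repeats: singlicate, one well per test compound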
CHRM1 agonist = human M1 muscarinic receptor agonism | 0.33% of 360,000 active | P11229 | activation, % at 3 µM | AID 588814 | CHO-K1 hM1, Fluo-8 calcium fluorescence, agonist mode; 0% DMSO, 100% acetylcholine EC100;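 active = activation above the run's mean compound activation plus 3 SD, cut at about 16% in these data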;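 also: peak over basal fluorescence ratio within a 140 s kinetic read after compound addition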
M1 PAM = potentiates human M1 receptor response to acetylcholine; P11229; 0.088% of 360,000 active; activation, % at 3 µM; CHO-K1 hM1, Fluo-8 calcium fluorescence, ACh EC20; 0% = ACh EC20, 100% = maximal ACh; in the data active = activation above about 19%, passing the limit was not always enough
TAAR1 ag = agonists of human TAAR1; activation, % at 3 µM; 0.99% of 360,000 active; AID 624467; Q96RJ0; CHO RD-HGA16 TAAR1, Fluo-8 calcium fluorescence; vehicle wells 0%, saturating PEA agonist 100%;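 active = activation above the mean activation of all test compounds in the run plus 3 SD, cut at about 38% in these data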
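Repeats: no replicates (n 1) | Material: CHO-derived RD-HGA16 cells with stable Gα16 and human TAAR1 | Technique: Kinetic Fluo-8 calcium fluorescence | Schedule: 17-24 h seeding, 75 min 37 °C dye, 30 min RT | Evaluation: % activation from peak over basal fluorescence ratio, DMSO-to-PEA scaled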
Numbers without * were called inactive; nt = no result given; & = joins results of further samples.

item	smiles	CHO parental Ca	CHO-K1 Ca PAM	M1 ag parental	CHO-K1 Ca antag	M1 antag	TAAR1 antagonist	CHRM1 agonist	M1 PAM	TAAR1 ag
1	Cc1ccc(C(=O)Oc2coc(CSc3nnc(NC(=O)C4CC4)s3)cc2=O)cc1	-21.6	-9.6	-0.6	10.1	-0.9	-8.0	-8.5	-2.2	-0.9
2	COc1cccc(-c2cc(C(=O)NCC3CCCO3)c3cc(C)cc(C)c3n2)c1 (stereo not given)	-22.1	13.0	3.0	-3.6	2.9	30.4	-2.7	0.1	-0.4
3	CCOc1ccccc1N(CC(=O)OC)S(=O)(=O)c1ccccc1	-13.8	11.4	0.2	-3.4	-9.0	-1.7	-3.1	10.5	20.1
4	CC(=O)NCc1ccc(C(=O)CN2C(=O)NC3(CCCCC3C)C2=O)s1 (stereo not given)	nt	-19.2	0.1	5.2	7.1	-11.6	-1.3	1.3	-0.4
5	COC(=O)CN(Cc1ccco1)S(=O)(=O)c1ccccc1	-7.9	15.5	2.4	-7.9	-5.7	5.1	-3.5	-4.0	4.3
6	CC1CCCN(CCS(=O)(=O)c2ccccc2)C1 (stereo not given)	-15.0	16.4	1.3	-3.9	2.0	-48.5	-5.2	-4.0	16.7
7	COc1cc(C)c(S(=O)(=O)N2CCN=C2c2ccccc2)cc1C	-1.5	21.1	0.4	-7.5	-11.0	-4.5	-5.9	12.2	-0.5
8	Cc1ccc(C(=O)CCC(=O)OCC(=O)Nc2ccccc2SCC#N)cc1	-6.9	-11.3	0.8	-4.2	14.1	14.1	-1.7	-4.2	7.0
9	COc1ccc(S(=O)(=O)NC2CCN(Cc3ccccc3)CC2)cc1NC(C)=O	-12.8	14.3	0.7	-24.7	-1.3	-17.2	-7.6	-0.8	20.5
10	CS(=O)(=O)N(CC(=O)N1CCN(c2ccccc2)CC1)c1cc(C(F)(F)F)ccc1Cl	-22.5	-4.8	2.6	-1.1	-1.9	-5.5	-3.8	2.2	3.6

Along the list, as entered above.
Entries 3–7 in CHRM1 agonist, in turn: -3.1, -1.3, -3.5, -5.2, -5.9

Back to the main list with the 2 entries that preceded the break.
item	smiles	CHO parental Ca	CHO-K1 Ca PAM	M1 ag parental	CHO-K1 Ca antag	M1 antag	TAAR1 antagonist	CHRM1 agonist	M1 PAM	TAAR1 ag
9	COc1ccc(S(=O)(=O)NC2CCN(Cc3ccccc3)CC2)cc1NC(C)=O	-12.8	14.3	0.7	-24.7	-1.3	-17.2	-7.6	-0.8	20.5
10	CS(=O)(=O)N(CC(=O)N1CCN(c2ccccc2)CC1)c1cc(C(F)(F)F)ccc1Cl	-22.5	-4.8	2.6	-1.1	-1.9	-5.5	-3.8	2.2	3.6
11	NC1=NS(=O)(=O)NC1c1cccc(F)c1 (stereo not given)	-11.3	23.2	1.0	-13.6	-1.6	14.5	-7.1	4.8	4.0
12	COc1ccc(-c2cnc3c(NC(C)=O)cc(-c4cccc(C(=O)N(C)C)c4)cn23)cc1OC	nt	2.5	1.1	-8.5	-2.3	-12.6	-5.8	-7.0	0.8
13	COc1ccc(-n2c(N)c(C(=O)NCc3ccco3)c3nc4ccccc4nc32)c(OC)c1	4.3	15.1	2.3	-8.0	-0.1	12.1	-2.7	1.9	11.4
14	CN(Cc1ccc(C(F)(F)F)cc1)C(=O)C1CCC(=O)N(C2CC2)C1 (stereo not given)	nt	-10.7	0.3	16.5	-10.0	-13.1	-2.5	7.5	-0.1
15	O=C1C=C(c2ccc(F)c(Cl)c2)C[C@@H](c2ccc(F)cc2)C1	-25.9	22.5	0.1	-26.5	-17.3	20.2	-5.8	6.4	19.2
16	CCCN(Cc1cc2cc(OC)ccc2[nH]c1=O)C(=O)c1ccncc1	5.2	1.9	0.7	-6.7	9.1	-14.4	-1.7	-2.8	7.4
17	O=C(NC1CCCCC1)c1nc2c(nnn2Cc2ccccc2Cl)c(=O)[nH]1	-1.9	-6.2	-0.1	5.0	-6.6	-6.0	-2.5	6.5	4.8
18	O=C(O)c1ccc2c(c1)N(Cc1cccc(F)c1)C(=O)CS2	-2.4	17.6	1.0	1.5	-11.8	-32.6	-2.7	9.0	0.3
19	CCOc1ccc(CCNC(=O)C2CCCN(S(=O)(=O)N3CCOCC3)C2)cc1OCC (stereo not given)	-12.1	-13.6	-0.7	21.9	-3.5	-13.2	-1.7	-6.1	1.4
20	COc1ccc(OC)c(N(CCN2C(=O)c3ccccc3C2=O)C(=O)CCl)c1	nt	13.2	1.0	-3.4	-10.5	-3.9	-3.4	8.1	-0.5

Four compounds from above, limited to CHRM1 agonist.
No.	smiles	CHRM1 agonist
17	O=C(NC1CCCCC1)c1nc2c(nnn2Cc2ccccc2Cl)c(=O)[nH]1	-2.5
11	NC1=NS(=O)(=O)NC1c1cccc(F)c1 (stereo not given)	-7.1
20	COc1ccc(OC)c(N(CCN2C(=O)c3ccccc3C2=O)C(=O)CCl)c1	-3.4
15	O=C1C=C(c2ccc(F)c(Cl)c2)C[C@@H](c2ccc(F)cc2)C1	-5.8

Continuation:
item	smiles	CHO parental Ca	CHO-K1 Ca PAM	M1 ag parental	CHO-K1 Ca antag	M1 antag	TAAR1 antagonist	CHRM1 agonist	M1 PAM	TAAR1 ag
21	COc1ccc(Cl)cc1C(=O)NNC(=O)C1CCCO1 (stereo not given)	nt	-3.1	-0.2	1.1	-15.9	-5.6	1.4	7.0	-0.3
22	CC1CCN(CCCn2c(SCC(=O)NC3CCCC3)nc3ccccc3c2=O)CC1	-13.0	11.7	0.2	-6.8	31.2*	-20.0	-14.0	-21.4	0.4
23	CNC(=O)/C(C#N)=C/c1c(F)cccc1Cl	-5.2	0.6	0.3	5.9	-6.5	-4.3	-11.1	10.7	-0.3
24	COC(=O)Cc1c(O)ccn(CCc2ccc(OC)c(OC)c2)c1=O	-5.9	15.6	0.8	-7.3	-5.2	5.3	-4.4	7.9	7.0
25	C(=NC12CN3CN(CN(C3)C1)C2)c1ccc2c(c1)OCO2	4.6	-7.6	0.2	13.4	-2.4	-3.2	-2.9	7.9	8.6
26	Cc1ccc(-c2nnc(NCc3nc4ccccc4[nH]3)c3ccccc23)cc1S(=O)(=O)N1CCCCC1	-30.5	8.1	0.9	-6.0	5.6	-2.1	-8.3	4.7	2.5
27	O=C(OCC(=O)N1CCOCC1)c1cncc(Br)c1	nt	16.9	1.3	-4.0	-21.1	-8.6	-2.7	13.5	1.7
28	S=C(Nc1cccc(Cl)c1)Nc1cccc2cnccc12	-13.1	-7.1	1.7	20.6	23.2	nt	-5.1	-12.8	nt
29	CSc1ccccc1NC(=O)c1ccc(C)o1	1.3	-6.9	-0.7	-0.8	5.9	-1.9	-6.7	-2.4	0.5
30	COc1cc(/C=N/NC(=O)c2cc(C3CC3)[nH]n2)ccc1O	-7.4	-20.3	0.0	5.3	1.7	-6.6	-3.4	2.0	-0.9
31	O=C(CC(=O)Nc1ccccc1F)Nc1ccccc1F	0.9	-8.8	0.1	-8.3	-7.9	-5.1	2.2	5.9	-0.5
32	CC1Cc2nc(SCC(=O)NCC3CCCO3)n(C)c(=O)c2S1 (stereo not given)	0.1	-19.4	-0.1	7.9	-18.2	-1.6	2.4	15.5	-0.4
33	CC(=O)Nc1nc(C)c(-c2csc(Nc3ccccn3)n2)s1	-28.0&-12.8	29.8&7.1	2.0&1.7	-5.0&5.4	-0.6&5.8	-1.3&4.2	-1.7&-7.8	-4.3&2.5	-1.1&2.2
34	Cc1ccc(NC(=O)Cn2nc(C(F)(F)F)c3c2CCC3)cc1	-6.9	23.3	2.2	-16.1	2.6	-6.4	-7.0	-2.0	5.8
35	COc1ccccc1C(CNC(=O)CNC(=O)c1cccc(Cl)c1)N1CCCC1 (stereo not given)	nt	12.3	1.0	-5.6	19.4	-6.0	-7.6	-15.8	2.5
36	COc1cccc(Nc2nc(Nc3ccc(Cl)c(C(=O)O)c3)nc(C)c2[N+](=O)[O-])c1	-7.5	1.7	0.0	-12.4	-9.9	-14.4	-1.0	12.9	-3.1
37	C(=C\c1ccco1)/c1nc2ccccc2[nH]1	-10.8	21.3	1.1	-9.7	-10.7	10.4	-8.5	10.1	2.0
38	CC1CC(=O)Nc2ccccc2N1C(=O)CSc1ccc2ccccc2n1 (stereo not given)	-5.6	-22.1	-0.4	7.8	-4.3	-25.3	-2.2	7.2	5.4
39	COc1ccc(N2C(=O)c3ccccc3NC2c2ccc(OC)c(Cn3cc([N+](=O)[O-])cn3)c2)cc1 (stereo not given)	-10.8	13.2	2.3	-10.1	-17.5	20.2	-4.1	-1.9	3.5
40	CCC(C)(C)n1nnnc1C(c1ccccc1F)N1CCC(C(N)=O)CC1 (stereo not given)	-2.9	7.7	1.1	-5.7	-10.7	19.8	-4.2	5.5	10.3
41	COc1ccc(-n2c(C)cc(/C=C/c3nc(O)c([N+](=O)[O-])c(=O)[nH]3)c2C)cc1	-2.1	12.9	0.1	-4.2	-4.3	-8.8	-7.2	9.3	6.2
42	COc1ccc(C(C(=O)NC2CCCC2)N(Cc2ccc(F)cc2)C(=O)c2ccn[nH]2)cc1OC (stereo not given)	-11.9	7.6	1.2	-22.1	0.1	2.7	-5.7	-10.7	1.2
43	Cc1cc(Cl)c(S(=O)(=O)N2CCCC2)cc1OCC(N)=O	-6.4	0.9	0.1	-6.1	1.0	1.6	-5.2	9.9	-0.6
44	Cc1ccccc1NC(=O)COc1ccccc1C	-1.1	19.3	0.8	-9.1	-17.7	5.6	-2.0	13.8	0.8
45	Cc1cccc(C(=O)N2CCN(c3ccc([N+](=O)[O-])c(NCc4ccco4)c3)CC2)c1	6.5	-3.9	-0.1	2.0	-0.4	10.5	-5.2	-3.5	8.6
46	Cc1ccc(O/C=C2\OC(=O)c3ccccc32)cc1	3.0	4.6	3.5	8.6	-4.9	-6.4	-3.2	5.4	2.5
47	O=C(/C=C/c1ccccc1)Nc1nnc(SCC(=O)c2ccc3ccccc3c2)s1	-9.1	18.1	0.4	-9.9	6.5	9.7	-1.8	1.6	11.7
48	Cc1c(CCC(=O)N[C@@H](C)C(=O)O)c(=O)oc2c(C)c3oc4c(c3cc12)CCCC4	-8.9	6.2	-0.4	-2.0	-14.1	-36.6	-9.2	10.6	2.0
49	COC(=O)c1[nH]c2ccc(Cl)cc2c1NC(=O)CCN1CCOCC1	-8.3	15.3	0.4	-1.5	17.0	9.4	-8.4	-12.0	9.7
50	CCc1ccc(C(=O)Cn2cnc3cc([N+](=O)[O-])ccc3c2=O)cc1	-8.0	11.4	0.1	-9.9	-10.8	4.8	-4.8	-5.8	0.0
51	COc1cc(C2C(C#N)=C(N)Oc3cc(C)oc(=O)c32)cc(OC)c1OC (stereo not given)	-0.7	-15.7	0.1	9.6	0.8	-26.8	-2.4	-1.1	1.1
52	Clc1ncn(CCOc2ccccc2)c1Cl	-9.8	-6.8	0.6	13.9	-8.5	-18.4	-7.3	6.4	-1.4
